Bioassay records: PubChem BioAssay, National Center for Advancing Translational Sciences (NCATS)
Lipid storage S3 = qHTS Assay for Lipid Storage Modulators in Drosophila S3 Cells; Drosophila S3 cells, BODIPY lipid droplet fluorescence, 18-24 h; cells fed with added oleic acid; Potency in µM for hits, for the others lipid storage change, negative = inhibition, % at the top dose, mostly 46.1 µM; AID 2685, 2010; 320,000 tested, 0.64% active; active = well fitted inhibition curve with a large enough effect in the signal ratio, with a control signal flat, not every such curve was filed as active; inconclusive = small, poorly fitted or top-dose-only effect, or effect the other way, or a change in a side signal; the % refers to the signal ratio
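Drosophila S3 cells loaded with oleic acid (400 uM, as added) and compounds at several concentrations; lipid droplets imaged by 488-nm laser-scanning cytometry, 500–530 nm intensity and object ratio to cell channel. Percent activity normalized to 20 uM Triacsin C.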
Lipid storage S3 cell count max = also measured in Lipid storage S3; calls as there; cell number change, %; measured here: cell count max response;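 cells counted by Cell Tracker Red CMTPX staining in the red channel; peak over a dose series mostly up to 46.1 µM; percent activity relative to internal control wells on each plate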
* marks the source's active call; other numbers are inactive results; i = inactive; ? = inconclusive; / = no result given; [ ] = another dose, or the depositor's remark. % is scaled to controls: 0 for no effect and ±100 for the full control effect; potency is read from the fitted curve at half-maximal effect. Not all compounds are listed, so the mix of outcomes need not match the whole.

Second line of a record – Lipid storage S3 cell count max | Lipid storage S3
CCCC1=C(C(=O)OCC)C(c2c(C)nn(-c3ccccc3)c2Cl)C(C#N)=C(N)O1 (centres undefined)
→ / | ?
COc1ccccc1CN(C)CC(=O)Nc1cccc2ccccc12
→ / | ?
CCn1c(=O)c2sccc2n(CC(=O)NC2CCCCC2)c1=O
→ 2 | -30%
COC(=O)c1ccc(NC(=O)c2ccc3c(c2)NC(=O)C2CCCN32)cc1 (centres undefined)
→ -8 | 16%
c1ccc(NCc2ccncc2)cc1
→ / | ?
COc1ccc(F)c(CN2CCN(CCc3ccccc3)C(CCO)C2)c1 (centres undefined)
→ -1 | i
COc1ccc(CCN2C(=O)C(Oc3ccccc3C)C2c2ccc3c(c2)OCO3)cc1 (centres undefined)
→ / | ?
COc1ccc(SCCc2ccncc2)cc1
→ -6 | -12%
COc1ccccc1NS(=O)(=O)c1cc(NC(=O)CN2C(=O)NC3(CCCC3)C2=O)ccc1C
→ / | ?
Fc1cccc(NC(=S)N2CCN(c3ccccn3)CC2)c1
→ / | ?
CCOc1ccc(C(=O)NC2CCN(C(=O)N3CCCC3)CC2)cc1
→ / | ?
Cc1cc(C)c(NC(=O)CN(C)C(=O)c2ccc(OCc3ccccc3)cc2)c(C)c1
→ / | ?
Cc1ccc(C(=O)N/N=c2\oc3ccccc3cc2C(N)=O)cc1
→ / | ?
COCC(=O)Nc1nc2n(n1)C(c1ccccc1)CC(c1ccc(OC)cc1)N2 (centres undefined)
→ -16 | -2%
O=[N+]([O-])c1ccc(SCc2ccncc2)nc1
→ 3 | 4%
O=C(COc1ccc(-n2ccnc2)cc1)Nc1cccc(F)c1
→ 7 | -8%
CC(C)CNC(=O)COC(=O)C1c2ccccc2Oc2ccccc21
→ 14 | 5%
COc1ccccc1-n1c(C)cc(/C=C2\C(=N)N3N=C(CC(=O)N4CCOCC4)SC3=NC2=O)c1C
→ -5 | i
C=CCn1c(=O)c(C(=O)Nc2cc(C)ccn2)c(O)c2ccccc21
→ -5 | i
CCc1cccc(NC(=O)c2ccc(CNc3c(N4CCCC4)c(=O)c3=O)cc2)c1
→ 7 | -11%
COc1cccc(C(c2nnnn2Cc2ccc(F)cc2)N2CCC(C(N)=O)CC2)c1OC (centres undefined)
→ 6 | i
CCn1c2ccccc2c2cc(C3N=C(N)Nc4nc5ccccc5n43)ccc21 (centres undefined)
→ / | ?
COc1ccc(-c2csc3nc[nH]c(=O)c23)cc1OC
→ / | ?
CCn1c(=O)c(CCC(=O)N2CCN(c3ccccn3)CC2)c(C)c2c(C)nn(-c3cccc(C)c3)c21
→ 4 | i
COc1ccc(N2CCN(C(=O)c3ccc(CNS(=O)(=O)c4cc(C)ccc4C)cc3)CC2)cc1
→ -25* | 7.3µM*
CCOC(=O)c1ccc(N2CCOCC2)c(NC(=O)c2c(-c3ccccc3)noc2C)c1
→ 12 | 4%
CCN(CC)S(=O)(=O)c1ccc(-c2csc(C)n2)s1
→ 3 | 13%
O=C(Cn1ncc2c([nH]c3ccccc32)c1=O)Nc1ccc(CN2CCCCC2)cc1
→ 2 | i
Cc1cc(NC(=O)c2cncc(Br)c2)no1
→ / | ?
CCCc1c(NC(=O)Nc2ccc(F)cc2)cnn1-c1ccccc1
→ -1 | 1%
O=C(COc1cc(F)ccc1[N+](=O)[O-])N1N=C(c2cccs2)CC1c1ccco1 (centres undefined)
→ / | ?
Cc1cc(C(=O)CSc2nnnn2-c2ccc(Cl)cc2)c(C)n1CC1CCCO1 (centres undefined)
→ / | i
Cn1nc(-c2ccc(C(=O)N3CCN(CCO)CC3)cc2)c2ccccc2c1=O
→ / | ?
CN1CCN(C(c2cccc(Cl)c2)c2ccccc2Cl)CC1 (centres undefined)
→ / | ?
CCOCc1nc(N)[nH]c(=O)c1Cc1ccc(OC(C)C)cc1
→ -7 | -3%
CCOc1cc(S(=O)(=O)NCc2ccccc2)ccc1Br
→ -17 | 14%
Cc1ccc(Cn2nc(C)c(NC(=O)CCCn3nc([N+](=O)[O-])c(Cl)c3C)c2C)cc1
→ -28* | 8.2µM*
Oc1sc(C=Nc2ccc(F)cc2)c2ccccc12
→ / | ?
COc1ccc2c(c1)C1NC(=S)NC(C)(O2)C1C(=O)Nc1ccc(C)cc1C (centres undefined)
→ 16 | 3%
CC1=CC(C)(C)NC(=S)N1c1cc(C)cc(C)c1
→ 1 | -2%
CCN(CC)S(=O)(=O)c1ccc(/C=C/C(=O)Nc2ccc(N3CCOCC3)cc2)cc1
→ -3 | 15%
CC1CC(C)CN(C(=O)CNC(=O)c2ccc3ccccc3c2)C1 (centres undefined)
→ / | ?
O=C(CCSc1nc(-c2ccco2)cc(C(F)(F)F)n1)Nc1ccc2c(c1)OCO2
→ / | i
COc1ccc(S(=O)(=O)NCC2CCCN(C(=O)c3ccco3)C2)cc1 (centres undefined)
→ 2 | -14%
OC(C#CCN1CCCCC1)c1ccccc1 (centres undefined)
→ / | ?
COc1ccc(N=C2SC(CC(=O)Nc3cccc(Cl)c3)C(=O)N2Cc2ccco2)cc1 (centres undefined)
→ / | ?
CCNS(=O)(=O)c1ccc(CCC(=O)N2CCc3ccccc3C2)cc1
→ 10 | i
C=CCn1c(=S)[nH]c2cc(-c3ccccc3)sc2c1=O
→ / | ?
COCCSc1nnc(NC(=O)C2CC(=O)N(c3ccc(Cl)cc3)C2)s1 (centres undefined)
→ 17 | 2%
COCCN(C(=O)CNC(=O)c1ccco1)C(C(=O)NC1CCCC1)c1ccc(OC)c(OC)c1 (centres undefined)
→ / | ?

The list goes on:
Second line of a record – Lipid storage S3 cell count max | Lipid storage S3
CC1CCN(c2ccc3nnc(CCC(=O)NCC(C)c4ccccc4)n3n2)CC1 (centres undefined)
→ / | ?
CCOC(=O)/C=C/C(=O)Nc1ccc(S(=O)(=O)N2CCCCCC2)cc1
→ / | ?
O=C(O)/C(=C\c1ccc(-c2ccc(F)cc2)o1)c1ccccc1
→ / | 19%
COCCCN1C(=O)C(=O)/C(=C(/O)c2ccc(C)cc2)C1/C=C/c1ccccc1 (centres undefined)
→ 12 | -2%
COc1ccc(NC(=O)CN(C)C(=O)CSCc2ccc(C)cc2)cc1
→ -11* | 10µM*
c1ccc(-c2ccc(OCCCn3cncn3)cc2)cc1
→ / | ?
Cc1ccc(S(=O)(=O)NCc2ccccc2)cc1C(=O)NC(C)c1ccc(S(N)(=O)=O)cc1 (centres undefined)
→ -7 | -17%
Cc1cc(N2CCN(c3ccccc3)CC2)nc(NCc2ccccc2)n1
→ 12 | i
CCN1CCN(CCNC(=O)c2ccc(/C=C3/Sc4ccccc4N(Cc4ccccc4C)C3=O)cc2)CC1
→ / | ?
CC(=O)c1ccc(-c2nnc(CCC(=O)N3CCCC(C(=O)CC(C)C)C3)o2)s1 (centres undefined)
→ / | ?

Structures above with two or more sulfur atoms:
Second line of a record – Lipid storage S3 cell count max | Lipid storage S3
CCN(CC)S(=O)(=O)c1ccc(-c2csc(C)n2)s1
→ 3 | 13%
C=CCn1c(=S)[nH]c2cc(-c3ccccc3)sc2c1=O
→ / | ?
COCCSc1nnc(NC(=O)C2CC(=O)N(c3ccc(Cl)cc3)C2)s1 (centres undefined)
→ 17 | 2%
Cc1ccc(S(=O)(=O)NCc2ccccc2)cc1C(=O)NC(C)c1ccc(S(N)(=O)=O)cc1 (centres undefined)
→ -7 | -17%

More results follow.
Second line of a record – Lipid storage S3 cell count max | Lipid storage S3
CC1CCCC(NC(=O)c2cccs2)C1C (centres undefined)
→ / | ?
COc1cccc(C2=NO[C@@H]3C(=O)N(Cc4ccccc4)C(=O)[C@H]23)c1OC
→ / | ?
CCOC(=O)c1sc2ncn(/N=C/c3cccnc3)c(=O)c2c1C
→ / | i
CC1C(=O)C(C)(C)C(=O)OC1c1ccc([N+](=O)[O-])cc1 (centres undefined)
→ / | ?
CCn1c2c(c3cc(Cl)ccc31)CCCC2=O
→ / | ?
OCCC1CCCCN1CC(O)COCc1ccc(Cl)cc1 (centres undefined)
→ / | ?
C=CCn1c(SCC(=O)NCCCO)nc2sc3c(c2c1=O)CCC3
→ / | ?
COc1ccc(Cl)cc1NC(=O)CN(C)CC(=O)Nc1ccc(S(N)(=O)=O)cc1
→ 24 | i
CCCCCc1ccc(-c2ccc(C(=O)O)cc2)nc1
→ -14 | -1%
CC1CCCC(NC(=O)CSc2nnnn2C)C1C (centres undefined)
→ / | ?

An excerpt of these results, with each value named.
> CCn1c2c(c3cc(Cl)ccc31)CCCC2=O
  Lipid storage S3 cell count max: /	Lipid storage S3: ?
> COc1ccc(Cl)cc1NC(=O)CN(C)CC(=O)Nc1ccc(S(N)(=O)=O)cc1
  Lipid storage S3 cell count max: 24	Lipid storage S3: i
> CCCCCc1ccc(-c2ccc(C(=O)O)cc2)nc1
  Lipid storage S3 cell count max: -14	Lipid storage S3: -1%
> CC1CCCC(NC(=O)CSc2nnnn2C)C1C (centres undefined)
  Lipid storage S3 cell count max: /	Lipid storage S3: ?

(next part)
Second line of a record – Lipid storage S3 cell count max | Lipid storage S3
CC(C)C[C@@H](NC(=O)C1CCC(CNC(=O)[C@H](Cc2ccccc2)NC(=O)OC(C)(C)C)CC1)C(=O)O (some centres undefined)
→ / | ?
CCSc1nnc(NC(=O)CSc2ncccn2)s1
→ / | ?
Cc1cc(Nc2ccccc2)n(-c2ccc(C(=O)O)cc2)n1
→ -15 | -17%
COC(=O)C(O)(CC(=O)Nc1ccc(OC(F)(F)F)cc1)C(F)(F)F (centres undefined)
→ / | ?
CCc1ccc(N(CC(=O)NC2CCCC2)C(=O)CCC(=O)Nc2cc(C)on2)cc1
→ 8 | i
O=C(C[n+]1cccc(C(=O)N/N=C/c2cccc([N+](=O)[O-])c2)c1)c1ccccc1
→ / | ?
CCc1ccc(CN2C(=O)c3ccccc3C2C(=O)NCC2CCCO2)cc1 (centres undefined)
→ -7 | -1%
Cc1cc(C)c(S(=O)(=O)N2CCOC2CNC(=O)C(=O)NCCCN2CCOCC2)c(C)c1 (centres undefined)
→ 8 | i
Cc1cc(=O)[nH]c(SCC(=O)Nc2ccc(S(N)(=O)=O)cc2)n1
→ / | ?
O=C(c1ccc(F)cc1)N1CCN(C2CC3CCC2C3)CC1 (centres undefined)
→ / | ?
Cn1c(CCC(=O)Nc2ccc(F)cc2)nc2cc(S(=O)(=O)N3CCOCC3)ccc21
→ 18 | 25%
COc1ccc(-n2ncc(C(=O)NC3CC3)c2C2CCN(C(=O)OC(C)(C)C)CC2)cc1
→ -6.6* | 9.2µM*
CCOc1ncccc1C(=O)OCC(=O)Nc1ccc(C)c(S(=O)(=O)N2CCOCC2)c1
→ -9 | -13%
O=C(Nn1cnnc1)c1ccc(F)cc1
→ -4 | -4%
COc1ccccc1NC(=O)COc1cccc2c1CCNC2=O
→ 25 | 1%[0.0737 µM]
O=C(COC(=O)CNC(=O)c1ccc(Cl)cc1)Nc1ncc(C(F)(F)F)cc1Cl
→ / | ?
Brc1ccc(-c2cn3c(n2)CCc2ccc4cccnc4c2-3)cc1
→ 0 | -10%
CN(C(=O)c1cccs1)C1(C)CCS(=O)(=O)C1 (centres undefined)
→ 8 | 6%
CC(C(=O)N1CCOCC1)N1c2cccc3cccc(c23)S1(=O)=O (centres undefined)
→ / | ?
C/C(CC(=O)Nc1ccc(Cl)c(C(F)(F)F)c1)=N\NC(=O)c1ccccc1O
→ 9 | -17%
CCN1CCN(CCCNC(=O)CNC(=O)c2nn(-c3ccc(OC)cc3)c(=O)c3ccccc23)CC1
→ / | ?
COc1ccc(NC(=O)c2cccnc2N2CCCC2)cc1
→ 23 | 4%
Cc1nc2ccc(NC(=O)Cc3ccccc3F)cc2s1
→ / | i
O=C(Cc1ccc([N+](=O)[O-])cc1)NNC(=O)c1cccs1
→ / | ?
Cc1c(C(=O)N(C)c2ccc(Cl)cc2)cnn1-c1ccccc1
→ / | i
COc1ccc(NC(=O)c2[nH]c(C)c(C(C)=O)c2C)cc1S(=O)(=O)N1CCOCC1
→ / | ?
CCN(CC)C(=O)COc1ccc2c3c(c(=O)oc2c1C)CCCC3
→ / | ?
Cc1ccccc1NC(=O)CSc1nc2ccccc2o1
→ 30 | i
CCOC(=O)c1ccc(-c2c(-c3ccccc3OC)oc3ccccc23)cc1F
→ / | ?
CC(=NCC1CCNCC1)C1=C(O)CC(C)(C)CC1=O
→ / | ?
CC(NC(=O)CSc1ccccc1C(=O)O)C1CC2CCC1C2 (centres undefined)
→ / | i
CCc1nc2nc(C)c(NS(=O)(=O)c3cccs3)c(=O)n2[nH]1
→ / | ?
Cc1cc(C)cc(N(C(C)C(=O)N2CCOCC2)S(C)(=O)=O)c1 (centres undefined)
→ -7 | -22%
CC(Oc1cccc(Cl)c1)C(=O)N1CCCN(C)CC1 (centres undefined)
→ / | ?
COCCN(C(=O)COC(=O)c1cc(C)oc1C)c1c(N)n(Cc2ccccc2)c(=O)[nH]c1=O
→ / | ?
CC(CCc1ccccc1)NC(=O)CN1CCc2ccccc2C1 (centres undefined)
→ 10 | 12%
CC(C)CCNC(=O)NC(=O)COc1c(F)c(F)cc(F)c1F
→ / | ?
Cn1c(-c2ccc(F)cc2)cnc1NCc1ccc(F)cc1
→ -3 | 15%
COc1ccccc1Cc1noc(C(C)(C)NC(=O)c2ccccc2)n1
→ / | ?
CC1(C)CC(=O)C2=C(C1)c1c(ccc3ncccc13)NC2c1cccs1 (centres undefined)
→ / | ?
CCC(C)(C)NC(=O)C1CCN(c2nc(OC)nc(OC)n2)CC1
→ / | ?
